Assay outcomes deposited in PubChem BioAssay by several laboratories.
KLF5 inh = inhibitors of KLF5 expression; 290,000 tested, 0.23% active; DLD-1 KLF5 promoter-luciferase reporter, luminescence; inhibition, % at 5 µM;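 active = inhibition above a per-plate limit of that plate's mean compound inhibition plus 3 SD, cut at about 60% in these data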;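 note: 0% = DMSO wells and 100% = LY294002 at 200 µM; higher means less KLF5 promoter-driven luciferase light; inactives centre near -14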
aSyn UTR inh = MLPCN primary screen, SNCA 5' untranslated region; 300,000 tested, 0.82% active; AID 1813; inhibition, % (tested at 7.5 µM); alpha-synuclein 5'UTR reporter, inhibitor activity; in the data active = inhibition above about 60%;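 note: H4 neuroglioblastoma cells stably carrying SNCA 5'UTR luciferase fusion; 0% = DMSO wells and 100% = positive control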
IEC-6 cytotox = IEC-6 cytotoxicity, counter-screen for KLF5 inhibitors | 290,000 tested, 0.78% active | luminescence viability | inhibition, % at 5 µM; in the data active = inhibition above about 22%;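 note: 0% = plate median of test compound wells and 100% = cytotoxic reference compound wells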
HSF-1 act = increases HSF-1 driven luciferase reporter signal. NIH3T3-HGL HSF-1 luciferase reporter, MG132, 8 h; 100% = twice DMSO control signal. activation, % at 9 µM. 300,000 tested, 1.7% active;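 active = mean replicate activation of at least 50% with a set share of replicates each reaching 50%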;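 note: 0% = median of the neutral control wells and 100% = twice that signal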
HIF activator = HIF pathway transcriptional activation; 300,000 tested, 0.32% active; activation, % at 7.5 µM (by protocol); U2OS HRE-luciferase reporter, luminescence; normalized: DMSO 0%, desferrioxamine 100%; AID 1910;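 active = mean activation of at least 10% of the iron chelator positive control signal, with at least half of replicates also reaching 10%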
HSP90 inh = blocks HSP90-mediated luciferase refolding in reticulocyte lysate. inhibition, % at 5.6 µM. Rabbit reticulocyte lysate, luciferase refolding luminescence, 3 h. 290,000 tested, 0.91% active;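 active = inhibition above the screen-wide mean plus 3 SD, computed separately per campaign, cut at about 16% in these data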;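 note: 0% = DMSO wells and 100% = 60 µM geldanamycin wells; inhibitors lower the luminescence because luciferase stays unfolded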
AI-2 QS mod = modulates the Vibrio harveyi AI-2 quorum sensing system | Vibrio harveyi JMH597 AI-2 luminescence/OD600 ratio, 9 h; stronger effect = lower value; strain lacks LuxN and CqsS sensors; 0 = neutral-control median | 300,000 tested, 0.4% active | activity change, % at 7.5 µM; in the data active = activity change below about -75%, passing the limit was not always enough;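 note: luminescence divided by OD600 gain over 9 h not by final OD600 alone; inactives centre near 13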
HSF1 inhib = HSF1 inhibition; NIH3T3-HGL HSE-luciferase, MG132-induced, luminescence 8 h; stronger effect = lower value; activity change, negative = inhibition, % at 7.5 µM (by protocol); 300,000 tested, 0.77% active; AID 2098;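 active = more than half of replicate wells show activity change below -50%, luminescence cut by over half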;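 note: luciferase reports HSF-1 transcriptional activity via heat shock element; 0% = median of DMSO wells and -100% = zero luminescence signal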
GSK3beta inhib = human GSK3beta kinase inhibition | 300,000 tested, 0.038% active | activity score (negative = inhibition), % at 10 µM | AID 2097 | GST-GSK3beta kinase, ADP-Glo luminescence, 60 min; stronger effect = lower value | P49841;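 active = more than half of replicate wells score below -50%, meaning over 50% inhibition versus plate controls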;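 note: 0% = median DMSO wells and -100% = median GW8510 positive control wells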
Target sequence (P49841 whole entry, looked up): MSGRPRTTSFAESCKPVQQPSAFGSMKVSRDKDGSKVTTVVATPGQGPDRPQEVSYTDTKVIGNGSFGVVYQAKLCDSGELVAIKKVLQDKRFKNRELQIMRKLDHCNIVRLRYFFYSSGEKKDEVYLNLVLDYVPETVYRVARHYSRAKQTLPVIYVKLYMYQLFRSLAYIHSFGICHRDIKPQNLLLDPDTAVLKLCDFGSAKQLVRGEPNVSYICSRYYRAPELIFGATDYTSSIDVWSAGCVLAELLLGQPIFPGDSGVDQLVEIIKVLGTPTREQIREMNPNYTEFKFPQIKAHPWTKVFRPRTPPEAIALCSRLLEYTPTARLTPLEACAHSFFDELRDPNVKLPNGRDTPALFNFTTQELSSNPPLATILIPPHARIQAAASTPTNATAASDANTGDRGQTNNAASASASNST
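Test system: GST-tagged human GSK3beta kinase, cell-free; evaluation: activity score scaled between in-plate DMSO and GW8510 controls; measured by: ADP-Glo luminescence; incubation: 60 min reaction, RT; benchmarks: DMSO and 20 µM GW8510; reagent: peptide substrate plus 25 µM ATP (final); medium: Tris/MgCl2 kinase buffer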
GSK3A inh = blocks human GSK-3 alpha kinase; inhibition, % at 10 µM; AID 2650; ADP-Glo luminescence, 60 min; 320,000 tested, 0.1% active;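 in the data active = inhibition above about 50%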;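 note: GST-tagged GSK-3 alpha with peptide substrate and 25 µM ATP; 0% = DMSO neutral wells and 100% = GW8510 positive control wells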
Target sequence (P49840 whole entry, looked up): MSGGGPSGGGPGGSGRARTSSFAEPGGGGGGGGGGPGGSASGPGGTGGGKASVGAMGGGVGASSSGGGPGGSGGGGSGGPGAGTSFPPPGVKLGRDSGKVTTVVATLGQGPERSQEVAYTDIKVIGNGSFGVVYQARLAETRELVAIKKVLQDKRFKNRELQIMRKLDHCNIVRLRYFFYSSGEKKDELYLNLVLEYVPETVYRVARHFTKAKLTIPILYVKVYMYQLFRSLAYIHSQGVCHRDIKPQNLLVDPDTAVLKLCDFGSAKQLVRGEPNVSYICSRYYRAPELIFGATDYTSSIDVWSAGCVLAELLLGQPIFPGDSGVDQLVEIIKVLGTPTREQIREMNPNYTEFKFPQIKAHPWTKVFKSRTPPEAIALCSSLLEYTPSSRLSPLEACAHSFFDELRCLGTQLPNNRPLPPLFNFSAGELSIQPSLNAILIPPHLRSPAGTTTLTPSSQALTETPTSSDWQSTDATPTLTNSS
* marks the source's active call; other numbers are inactive results; / = no result given.

mol	aSyn UTR inh	GSK3beta inhib	HSP90 inh	AI-2 QS mod	HSF1 inhib	KLF5 inh	IEC-6 cytotox	HIF activator	GSK3A inh	HSF-1 act
Cc1ccc(NC(C)C(=O)N/N=C/c2c[nH]c3ccccc23)cc1 (centres undefined)	-12	2	-6	6	12	-17	3	-0.2	-1	-8
CCOC(=O)c1cc2sc(C)cc2n1CC(=O)N1CCN(C(=O)c2ccco2)CC1	18	-2	-3	17	-5	14	2	-0.1	-1	13
CN(C)c1cc[n+](CC(=O)c2ccc(-c3ccccc3)cc2)cc1	40	2	-3	12	-8	9	3	0.0	-1	-8
CC12C=CC(=O)C=C1CCC1C3CCC(O)(C(=O)CO)C3(C)CC3OC312 (centres undefined)	-20	-2	0	-2	-11	-16	11	-0.2	-1	-8
CC(NC(=O)Cc1cccs1)C(c1cccs1)N1CCN(c2ccccc2F)CC1 (centres undefined)	-9	0	1	0	-6	-21	-9	-0.1	-1	-10
COc1ccc(CCn2nnnc2C(c2ccc(C)cc2)N2CCN(C)CC2)cc1OC (centres undefined)	18	-2	-1	15	2	-2	-3	-0.2	0	-7
COc1ccc(NC(=O)c2ccccc2NC(=O)CSc2ccc(C)cc2)cc1	-52	0	-4	12	2	-11	-9	0.0	1	5
COCCSc1ncnc2c1oc1nc3c(cc12)COC(C)(C)C3	-33	0	3	22	-7	-16	6	1.6	1	9
CCOc1ccc(S(=O)(=O)N2CCC(C(=O)NCc3cccnc3)CC2)cc1	-5	1	1	-5	2	-33	2	0.2	-4	2
CCOC(=O)c1cnc2ccc(Cl)cc2c1N1CCN(C)CC1	-97	-42	2	-16	-2	-8	4	-0.1	64*	-12
CCC(=O)Nc1cccc(C(=O)c2ccc(C)c(C)c2)c1	14	-1	-3	19	-1	-18	0	0.1	2	6
COC(=O)[C@]1(Cc2ccccc2)N[C@H](c2ccc(-c3ccccc3)cc2)[C@@H]2C(=O)N(C)C(=O)[C@@H]21	36	7	/	14	1	/	/	-0.3	/	2
Cc1ccnc(NCc2cccc3ccccc23)c1	-28	0	-3	-4	6	12	-3	-9.4	0	4
Fc1ccc(-c2nc(-c3cccs3)no2)cc1	-134	1	0	5	24	-24	-2	2.8	0	38
CCOC(=O)C1CCN(C(=O)COC(=O)COc2ccccc2OC)CC1	-2	3	-4	12	-1	-9	-4	0.6	-2	8
CCC1(c2ccccc2)NC(=O)N(CC(=O)NCc2ccc(F)cc2)C1=O (centres undefined)	3	-1	-1	-63	0	7	-9	-0.4	-2	22
CCCCN(C)Cc1cc(=O)oc2cc3c(cc12)CCCC3	27	6	-2	11	-7	-6	2	0.3	-1	-1
CCSc1oc(-c2ccco2)nc1S(=O)(=O)c1ccccc1	24	-2	0	24	1	8	0	0.0	-3	-10
O=C(Nc1ccc(Cl)cc1)Nc1ccc(N2CCCC2)c(S(=O)(=O)Nc2ccccc2Cl)c1	35	0	2	42	-1	-25	4	-0.5	2	8
COc1ccc(C(=O)NCC(c2ccco2)N2CCc3ccccc32)cc1OC (centres undefined)	-13	-7	/	7	3	/	/	1.4	2	3
CCN(Cc1nc(-c2cccc(C)c2)no1)C(=O)c1ccco1	-45	-1	21*	14	9	-15	-3	1.7	0	2
CN(Cc1ccccc1)C(=O)COC(=O)c1cc(-c2ccc(Cl)s2)nc2ccccc12	-17	2	-1	14	0	-11	6	-0.2	0	4
O=C(COc1ccccc1/C=C1/NC(=O)NC1=O)Nc1ccccc1	8	-2	3	8	9	-54	-2	0.2	-1	16
CC(C)CC(=O)c1c[nH]c(C(=O)NCC2CCCO2)c1 (centres undefined)	-8	2	-3	16	1	-15	-10	0.1	5	3
O=C(N/N=C/c1cc([N+](=O)[O-])ccc1O)C12CC3CC(CC(C3)C1)C2	8	6	-3	21	-12	-5	-3	3.5	-1	-11

The results go on:
mol	aSyn UTR inh	GSK3beta inhib	HSP90 inh	AI-2 QS mod	HSF1 inhib	KLF5 inh	IEC-6 cytotox	HIF activator	GSK3A inh	HSF-1 act
CCOc1ccccc1NC(=O)C(=O)CC(=O)c1ccc(OC)cc1	-33	-4	-2	32	11	-12	-3	-14	-2	38
Cc1ccccc1C(=O)NC1CCN(CC(=O)Nc2ccc3c(c2)OCO3)CC1	-37	0	-1	-2	3	-23	-1	0.2	-2	4
COc1ccc(-n2c(O)c(Cc3ccccc3)c(=O)n3nc(-c4ccccc4)c(=O)cc23)cc1	-27	4	6	-1	14	-7	-1	1.4	-4	17
COc1cccc(OCC(O)CN2CCOCC2)c1 (centres undefined)	7	2	2	11	2	-5	4	0.2	6	-4
COc1ccc(S(=O)(=O)Nc2ccccn2)cc1C	14	2	6	23	-10	23	0	0.0	-2	-11
COC(=O)/C=c1/s/c(=C(\C#N)C(=O)NCc2ccco2)n(-c2ccc(C)cc2)c1=O	7	1	-4	30	3	-25	-10	0.2	0	-9
O=C(c1ccco1)N1CCCN(Cc2cn[nH]c2-c2ccc(-c3ccccc3)cc2)CC1	-95	2	8	20	34	-63	1	4.3	-1	76*
COc1ccc(Cn2c3ccc(OC)cc3c3nc4ccccc4nc32)cc1	20	-4	-4	31	1	-30	-9	0.5	-1	6
CC(C)COc1ccc(S(=O)(=O)NNC(=O)c2cc3ccccc3o2)cc1	12	9	0	14	9	10	2	-0.2	7	-1
CC(C)(C)c1nc2cc(Cl)c([N+](=O)[O-])cc2o1	11	1	0	29	-1	3	0	0.4	-2	-5
CCOC(=O)c1c(C)cccc1OCC(N)=O	/	3	1	13	/	12	-1	/	-3	/
C=C1CCC[C@]2(C)C[C@H]3OC(=O)C(CN4CC(C)OC(C)C4)[C@H]3C[C@@H]12 (some centres undefined)	-21	2	-2	9	12	-22	-4	-0.5	-1	25
Cc1ccc(C(=O)N/N=C\c2ccc[nH]2)cn1	19	1	2	16	1	-37	6	-0.6	3	6
Cc1sc2ncnc(N3CCC(C(=O)Oc4cccc(Cl)c4Cl)CC3)c2c1C	12	2	-3	6	-5	-31	-2	-0.8	1	4
COc1ccc(NC(=O)COC(=O)c2cc(SC)ccc2Cl)c(OC)c1	35	2	2	16	0	-11	-2	-0.9	-7	7
COc1ccc(N(CC(=O)N2CCN(c3ccccc3F)CC2)S(=O)(=O)c2c(C)noc2C)cc1	3	2	-3	12	0	-23	-1	-0.1	-3	-9
COc1cccc(C2CC(c3ccccc3)Nc3ncnn32)c1 (centres undefined)	16	-6	-1	6	-1	2	-2	0.3	6	-2
CCOc1ccccc1C(=O)NCC(=O)Nc1ncccc1C	4	0	/	11	-3	/	/	-0.2	-1	-17
COc1ccccc1C(=O)NNC(=S)NC(=O)c1cc(OC)c(OC)c(OC)c1	73*	1	3	58	-5	-33	5	2.2	-1	-1
CCCCN(C(=O)c1ccc(N2CCCC2=O)cc1)c1c(N)n(CCCC)c(=O)[nH]c1=O	7	0	/	19	-4	/	/	0.0	-1	-8
CCC(C)NS(=O)(=O)c1ccc(OCC(=O)N2CCCC2)cc1 (centres undefined)	7	-1	4	9	-1	-35	8	-0.9	-1	3
COc1cccc(CN2CCN(Cc3c(C)nn(C(C)C)c3C)CC2CCO)c1 (centres undefined)	24	1	-3	23	0	1	-4	-0.4	-3	28
CC(C)C(=O)Nc1ccc2nn(-c3ccccc3)nc2c1	-27	2	7	42	16	-60	7	0.3	-4	34
O=S(=O)(NCc1ccco1)c1cnc(Cl)c(Cl)c1	10	1	6	9	2	12	7	-0.7	-2	-17
COCC(=O)NNC(=O)c1ccc(OC)cc1	-22	-1	2	12	-1	21	-4	-0.6	-2	-8

(next part)
mol	aSyn UTR inh	GSK3beta inhib	HSP90 inh	AI-2 QS mod	HSF1 inhib	KLF5 inh	IEC-6 cytotox	HIF activator	GSK3A inh	HSF-1 act
Cc1ccc(NC(=O)COc2ccc(/C=N/NC(=O)CSCc3ccccc3)cc2)cc1	-18	-2	-2	40	-5	-14	2	0.2	-2	-5
Cc1nn(CC(=O)N2CCN(Cc3ccccc3)CC2)c(=O)c2ccccc12	17	-4	2	12	-6	-3	0	0.3	-2	5
CCN(C(=O)CSc1nc2ccc(OC)cc2[nH]1)c1c(N)n(Cc2ccccc2)c(=O)[nH]c1=O	-3	2	/	16	3	/	/	-0.6	1	1
CCCCN1CCCCC1C(=O)Nc1c(C)cc(C)cc1C (centres undefined)	15	3	3	15	-7	21	5	-0.1	1	-3
FC(F)Sc1ccc(Nc2ncnc3nc[nH]c23)cc1	-73	0	4	19	-4	-132	3	2.7	3	-5
COc1ccc(OC)c(CNC(=O)COc2cc(=O)n(C)c3ccccc23)c1	19	-1	-4	23	2	-11	-2	0.0	/	1
CCOc1cc(-c2nc(-c3ccccc3OC)no2)cc(OCC)c1OCC	18	0	2	32	-6	-12	4	0.1	-2	-13
Cc1ccc(S(=O)(=O)N2CCCSCC2)cc1	-2	-1	-4	14	-1	-64	-7	-0.3	-1	-1
CC(C)CCn1c2ccccc2c2cc(CC(N)=O)ccc21	39	9	0	3	2	20	15	-1.4	-1	6
O=C(NCC(O)c1ccc2ccccc2c1)c1c(F)cccc1F (centres undefined)	-16	3	-2	-75*	-1	-48	6	-0.3	-1	6
Fc1ccc(C2CC(c3ccco3)=NN2c2ccccc2)cc1 (centres undefined)	19	0	1	27	1	-8	4	-0.6	-1	-13
COc1cc(C)nc(N(Cc2ccccc2)S(=O)(=O)c2ccccc2)n1	29	2	-2	7	1	-25	-3	-0.2	-1	3
O=C(NC(Cc1ccccc1)C(=O)O)/C(=C/c1ccc(Br)cc1)NC(=O)c1ccc(Br)o1 (centres undefined)	11	-3	2	0	-4	-30	1	0.0	-5	-15
Cc1ccc(C)c(S(=O)(=O)N2CCN(C(=O)CCc3nc4ccccc4c(=O)[nH]3)CC2)c1	10	1	/	40	-4	/	/	0.0	1	3
CCN(CC)C(=O)N1CCN(S(=O)(=O)c2ccc(C)c(C)c2)CC1	8	-3	1	29	-2	-17	1	-0.7	-2	-4
CCC(=O)Nc1ccc2c(c1)nc(CCN1CCN(c3ccccc3)CC1)n2C	-1	5	-2	-4	7	-7	-7	-0.3	-3	6
CCOC(=O)C1CCN(S(=O)(=O)c2cccc(-c3cn4cccc(C)c4n3)c2)CC1	/	/	8	/	/	-26	4	/	-5	/
CC(C)NC(=O)c1cc2cc(Br)ccc2oc1=O	-6	-1	5	-3	-3	3	15	0.2	-1	-6
O=[N+]([O-])c1ccc(-n2nncc2-c2ccccc2)cc1	9	2	-4	6	-3	-27	-1	-56	0	5

Quoted at random: 2 compounds from above, in no set order.
mol	aSyn UTR inh	GSK3beta inhib	HSP90 inh	AI-2 QS mod	HSF1 inhib	KLF5 inh	IEC-6 cytotox	HIF activator	GSK3A inh	HSF-1 act
CCN(C(=O)CSc1nc2ccc(OC)cc2[nH]1)c1c(N)n(Cc2ccccc2)c(=O)[nH]c1=O	-3	2	/	16	3	/	/	-0.6	1	1
Cc1nn(CC(=O)N2CCN(Cc3ccccc3)CC2)c(=O)c2ccccc12	17	-4	2	12	-6	-3	0	0.3	-2	5

Compounds were not picked by outcome. About 4.7% of those tested had a hit in this group.
